esBAF inh = inhibitors of esBAF chromatin remodeling in mouse ES cells; reporter increase, % at 12.5 µM; Bmi1-luciferase knock-in reporter, 24 h; 100% = twice the neutral-well signal; actives 2% (n = 350,000); in the data active means activation above about 40%;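 further: 0% = median of the plate's neutral control wells and 100% = double that signal; a rise in the Bmi1 reporter signal indicates esBAF inhibition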
RAD54 inh = RAD54 (human) branch migration inhibition | RAD54 Holliday junction branch migration, FAM/BHQ fluorescence | inhibition, % at 10.4 µM | actives 0.14% (n = 360,000) | AID 602329;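 active means mean normalized replicate activity at least 40 and at least half of replicates scoring 40 or more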;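 further: 0% = median of neutral control wells and 100% = median of positive control wells; inhibitors cause a drop in the FAM fluorescence signal; in these data hits start at about 50%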
Target sequence (Q92698 whole entry, looked up): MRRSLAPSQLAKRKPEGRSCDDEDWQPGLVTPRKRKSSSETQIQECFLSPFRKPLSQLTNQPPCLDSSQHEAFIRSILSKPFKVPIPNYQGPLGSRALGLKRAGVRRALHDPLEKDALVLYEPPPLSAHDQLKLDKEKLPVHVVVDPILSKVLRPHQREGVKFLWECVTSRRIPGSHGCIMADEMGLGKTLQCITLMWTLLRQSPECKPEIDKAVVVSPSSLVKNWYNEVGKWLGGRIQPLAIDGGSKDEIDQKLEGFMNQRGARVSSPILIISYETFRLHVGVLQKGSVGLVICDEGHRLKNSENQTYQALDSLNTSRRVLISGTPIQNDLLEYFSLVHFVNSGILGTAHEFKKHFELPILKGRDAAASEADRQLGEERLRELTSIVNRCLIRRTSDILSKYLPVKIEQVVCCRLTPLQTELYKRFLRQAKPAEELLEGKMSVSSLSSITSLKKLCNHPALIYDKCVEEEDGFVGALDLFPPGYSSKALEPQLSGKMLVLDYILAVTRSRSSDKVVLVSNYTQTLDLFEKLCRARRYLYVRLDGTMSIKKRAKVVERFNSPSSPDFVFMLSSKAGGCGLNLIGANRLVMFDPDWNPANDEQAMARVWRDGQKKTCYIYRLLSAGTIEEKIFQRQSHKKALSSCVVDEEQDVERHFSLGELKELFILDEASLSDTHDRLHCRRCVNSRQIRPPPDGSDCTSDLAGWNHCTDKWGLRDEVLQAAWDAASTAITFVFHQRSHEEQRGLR
* = called active by the depositor.

SMILES	RAD54 inh	esBAF inh
N/C(=N\c1nc2ccccc2o1)NC(=O)C(Cc1ccccc1)N1C(=O)c2ccccc2C1=O (centres undefined)	-10	-1
O=[N+]([O-])c1ccc(C2CCCC/C2=N/OCc2ccccc2F)c([N+](=O)[O-])c1 (centres undefined)	-6	-10
Clc1ccc(/C=N/Nc2nc(Cl)nc3ccccc23)cc1	-7	58*
Cc1ccc(NC(=O)CC(=O)NCCN2CCOCC2)cc1	0	-6
COCCNC(=O)CCn1nc(-c2ccc(Cl)cc2)ccc1=O	-3	-3
C=CCn1c(CNC(=O)c2cccs2)nnc1SCC(=O)Nc1ccc(C(=O)O)cc1	-9	0
Cc1onc(-c2c(F)cccc2Cl)c1C(=O)Nc1sc2c(c1C(N)=O)CCC2	7	3
CC[C@]12C(=O)N(C)C[C@H]([C@@H]3C(=O)N(C)C(=O)[C@@H]31)N2C(=O)c1ccc(Cl)c(Cl)c1	-7	-5
O=C(c1ccc(S(=O)(=O)N2CCOCC2)cc1)N(Cc1ccco1)Cc1cccs1	5	-2
CC(=O)N1CCc2cc(Br)cc(S(=O)(=O)NCCCN3CCCC(C)C3)c21 (centres undefined)	-6	-3
c1ccc(Cc2nn3c(-c4ccncc4)nnc3s2)cc1	-2	-7
CCC(=O)OC1(C#CCOc2ccc(OC)cc2)CCN(C)CC1	-14	-4
CC(C)Oc1ccc(S(=O)(=O)N(C(C)C)C(C)C)cn1	-3	8
COc1ccc(OC)c(NC(=O)CSc2nc3ccccc3cc2Cc2ccccc2)c1	-1	1
COc1ccc(CCNC(=O)CCS(=O)(=O)c2cccc3nsnc23)cc1OC	7	-4
CC(C)NC(=O)c1ccccc1NC(=O)C1CCCO1 (centres undefined)	9	-14
O=C(NCc1ccccc1)c1ccc(/C=N/O)nc1	-2	-8
O=C(c1ccccc1F)N1CCN(S(=O)(=O)c2ccc(Br)cc2)CC1	0	-9
O=C(O)c1cn(-c2ccccc2)nc1C(=O)O	-5	-7
Cc1cccc(C)c1NC(=O)N1CCC(N2CCCCC2)CC1	-3	3
CC(=O)C1=C(O)C(=O)N(Cc2ccccc2)C1c1cccs1 (centres undefined)	-7	-9
CCOc1ccc(OCC)c(NC(=O)CSc2nc3c(c(=O)n(C)c(=O)n3C)n2CC)c1	-2	8
O=C1[C@@H]2[C@H](C(=O)N1O)[C@H]1C=C[C@@H]2C1	-6	1
O=C1NC2(CCCCC2)NN1c1ccccc1	5	-3
Cc1ccc(OC(=O)CCC(=O)OCCCC(F)(F)C(F)(F)F)cc1	-8	-4
O=C(CN1C(=O)c2ccccc2S1(=O)=O)NCCSc1ccccc1	17	0
CCn1c(SCc2ccc([N+](=O)[O-])cc2)nnc1C(C)NC(=O)c1ccccc1Br (centres undefined)	10	-3
CCc1cccc(CC)c1NC(=O)COC(=O)C1(c2ccc(Cl)cc2)CCCC1	-7	-13
COc1ccc(CNc2nc3nc(C)c(Cl)c(C)n3n2)cc1OC	6	-1
CC12CCC(C(=O)n3c1nc1ccccc13)C2(C)C (centres undefined)	-2	2
CCCOC(=O)c1cc(-c2ccc(/C=C3/C(=O)N(C)C(=O)C(C#N)=C3C)o2)ccc1Cl	-24	-1
CCCCNC(=O)c1ccc(S(=O)(=O)c2ccc(Cl)cc2)c(NC(C)=O)c1	-7	2
COc1cccc(CNCCc2c[nH]c3ccccc23)c1OCc1ccc(F)cc1	5	-1
O=C(CN1CCN(C(=O)c2c(F)cccc2F)CC1)Nc1ccccc1F	-6	2
CCCCn1c2c(c(=O)n(C)c1=O)C(c1ccc(OC)cc1)N1CCCCCC1=N2 (centres undefined)	3	8
CN(C)/C=N/c1ncc(C(=O)c2ccc(Cl)cc2)s1	5	29
CCN(CCCNC(=O)c1ccc(N2CCCC2=O)cc1)c1cccc(C)c1	2	-1
Cc1cc(N2CCOCC2)cc(C)[n+]1[O-]	-3	-1
Cc1cccc(Cn2c(=O)oc3ccc(C)cc32)c1	-7	2
CCCOc1ccc(C2C(C(=O)c3ccc(C)o3)=C(O)C(=O)N2CCN2CCOCC2)cc1OC (centres undefined)	5	-4
CC(C)(C)NC(=O)C(c1ccccc1)N(Cc1cccs1)C(=O)c1csnn1 (centres undefined)	-16	1
C=CC(=O)Nc1cccc(Oc2ccnc3[nH]ccc23)c1	-5	-2
Cc1ccc(CN(c2ccc(C(=O)NCc3cccnc3)cc2)S(C)(=O)=O)cc1	-10	3
Cc1ccc(CSc2nc3ccccc3c(=O)n2Cc2ccco2)cc1	6	4
CCCCC1(C(=O)OCC)CC(CN2CCOCC2)OC1=O (centres undefined)	0	-11
Cc1cc(Nc2nc3ccccc3nc2Cl)n(-c2ccccc2C)n1	8	-5
COC(=O)c1cc(NC(=O)CC2NCCNC2=O)cc(C(=O)OC)c1 (centres undefined)	-13	-9
COC(=O)CSc1nc(SCc2ccccc2Cl)nc2c1CCCC2	2	-3
NC(=O)C1CCN(C(c2ccccc2Cl)c2nnnn2CC2CCCO2)CC1 (centres undefined)	-4	-6
c1n[nH]c(NC2=NCCC2)n1	-29	-2

Next results follow:
SMILES	RAD54 inh	esBAF inh
O=C(NCc1cccc(F)c1)c1cccc2c1C(=O)c1ccc(N3CCC(Cc4ccccc4)CC3)cc1S2(=O)=O	-7	-2
Cn1c(=O)c2c(nc(N3CCCCC3)n2CCCNC2=NCCCC2)n(C)c1=O	1	2
Cc1ccc(N2CCN(CCc3nc4cc(NS(C)(=O)=O)ccc4n3C)CC2)cc1	-6	5
CCOC(=O)N1CCN(c2ncnc3c2oc2nc(C(C)C)c4c(c23)CCC4)CC1	10	-9
Cc1ccc(NC(=O)CSCC(=O)Nc2ncc3c(n2)CC(c2ccco2)CC3=O)cc1 (centres undefined)	7	-5
CCOC(=O)c1c(-c2ccccc2)cn2ccccc12	-2	0
COc1ccc(CNC(=O)NCc2ccc(OC)c(OC)c2)cc1OC	-13	3
CC(C)CN(C(=O)COC(=O)c1cc2c(s1)CCC2)C1CCS(=O)(=O)C1 (centres undefined)	3	10
Cc1cc(O)c2c(c1O)C(=O)[C@]13C(=C2O)C(=O)[C@@H]2[C@@H](O)[C@H]1[C@@H]1[C@H](O)[C@H]3C(=O)C3=C(O)c4c(O)cc(C)c(O)c4C(=O)[C@]312	-5	-41
CN(c1cccc(NC(=O)COc2ccccc2)c1)S(C)(=O)=O	5	38
O=C(Cc1ccc(-n2c(=S)[nH]c3ccccc3c2=O)cc1)N1CCC(N2CCCCC2)CC1	10	6
C#CCOc1ccc(OC)cc1C(c1c(C)[nH][nH]c1=O)c1c(C)[nH][nH]c1=O	4	8
COCCCN(C(=O)c1cccnc1SC)c1c(N)n(Cc2ccccc2)c(=O)[nH]c1=O	15	-2
Cc1cc(C)nc(SCc2cc(=O)c(OC(=O)c3ccc(Cl)c([N+](=O)[O-])c3)co2)n1	11	-2
CCCCN(CC)CCNC(=O)C1c2cc(OC)c(OC)cc2C(=O)N2CCc3ccccc3C12 (centres undefined)	-10	-6
Cc1nc2ccccc2n1S(=O)(=O)c1ccc(S(=O)(=O)N2CCCCCC2)cc1	-6	-2
CCSc1cc(N2CC(C)OC(C)C2)nc(-c2ccccc2Cl)n1 (centres undefined)	-5	-12
Cc1ccc(S(=O)(=O)N[C@H](C(=O)N2CCC3(O)CCCCC3C2)c2ccccc2)cc1 (some centres undefined)	6	-6
CC(=O)n1c2ccccc2c2ccccc21	7	-2
Cc1ccc(S(=O)(=O)/N=C(\c2ccc(F)cc2)n2c(C)nc3ccccc32)cc1	-6	-8
CCC(C(=O)NC1CCCC1)N(Cc1cccs1)C(=O)Cn1nnc(-c2ccc(OC)c(OC)c2)n1 (centres undefined)	2	-7
COc1ccc(C(=O)CSc2cc(C)nc3nc(C)nn23)cc1OC	-21	-13
COC(=O)c1ccc(CSc2ncnc3c2sc2nc(N4CCOCC4)c4c(c23)CCCC4)o1	-5	-1
CCOC(=O)N1CCN(C(=O)Nc2ccc3nc(C)c(C)nc3c2)CC1	6	0
CCN(CC)c1ccc(-c2nn3c(-c4cccnc4)nnc3s2)cc1	6	0
CN(C)c1cccc(N=C2C=C(N3CCOCC3)CC(C)(C)C2)c1	1	5
Cc1ccc(-c2nc3ccc(C(=O)O)cc3nc2-c2ccc(C)cc2)cc1	-2	-12
CC1(C)CC(=O)c2c(-c3cccs3)n[nH]c2C1	-10	4
COC(=O)c1ccccc1N1C(=O)[C@@H]2C(c3ccc(Br)cc3)=NO[C@@H]2C1=O	7	-18
CCn1nc(NC(=O)c2ccncc2)c2cc3ccccc3nc21	-2	-2
COC(=O)c1nn(-c2ccccc2)c(Sc2ccccc2)c1/C=N/O	-1	-4
Cc1nc2ccccc2c(=O)n1C1CCCCCC1	1	2
O=C(N/C(=C/c1ccc2c(c1)OCO2)C(=O)N1CCOCC1)c1cccs1	-4	5
CCCCOc1ccc(S(=O)(=O)Nc2cc(OC)ccc2OC)cc1	-6	-5
N#Cc1ccc(C23CC4(C2)[C@H](CN(P(=O)(c2ccccc2)c2ccccc2)[C@@H]4c2ccccc2)C3c2ccc(Cl)nc2)cc1 (some centres undefined)	7	4
CCCCc1cc(=O)oc2c(CN(CC)CC)c(O)c(Cl)cc12	-2	3
Cc1cc(C(=O)COc2ncnc3sccc23)c(C)n1C	4	55*
Cc1cc(C(=O)N(C)CC(=O)Nc2ccccc2C(F)(F)F)c(C)o1	1	-40
CN(C)CCNC(=S)Nc1cccc(Cl)c1	1	-5
COc1ccc(-n2nnnc2-c2ccccc2)cc1	6	0
CC1CCN(c2nc(-c3ccccc3)c(C#N)c(=O)[nH]2)CC1	-3	-6
COc1ccc(-n2ccnc2SCC(=O)Nc2ccccc2)cc1	-9	-1
COc1ccc(N=c2ssnc2Cl)cc1	-20	5
COC(=O)c1cc(O)c(OCc2ccccc2)c(O)c1	3	-1
Cc1ccc2cc(CN(CC3CCCO3)S(=O)(=O)c3cccc4nsnc34)c(=O)[nH]c2c1 (centres undefined)	3	3
O=C(COC(=O)CN1C(=O)C2CC=CCC2C1=O)Nc1cc(C(F)(F)F)ccc1N1CCOCC1 (centres undefined)	2	-14
CCCCC(=O)N1CC2(C)CN(C(=O)CCCC)CC(C)(C1)C2=O	-7	-8
CC(C)Oc1cccc(C(=O)Nc2ccccc2N2CCOCC2)c1	2	13
O=C(NC1CS(=O)(=O)CC1NCc1ccco1)c1ccccc1 (centres undefined)	0	-3
COc1ccc(NC(=O)Nc2ccc3nsnc3c2)cc1	16	100*

Carrying on.
SMILES	RAD54 inh	esBAF inh
COc1ccc(OC)c(C(=O)CSc2nc3ncccc3[nH]2)c1	-5	-1
COC(=O)c1ccccc1NC(=O)C1CCN(C(=O)c2cc(OC)cc(OC)c2)CC1	-3	-1
CCNC(=S)NNC(=O)c1cccc(Br)c1	-8	1
COc1ccc2c(c1)CC(C1(O)C(=O)N(C)c3ccccc31)C2=O (centres undefined)	-7	4
CC(C)(C)NC(=O)CSc1nc2ccc(NC(=O)CSc3nnnn3Cc3ccccc3)cc2s1	-7	-20
Cc1ccccc1-c1noc(N)c1C#N	-11	-3
CCCCNC(=O)CN1C(=O)NC2(CCCc3ccccc32)C1=O (centres undefined)	12	1
CCN(CC1COc2ccccc2O1)C(=S)Nc1ccccc1 (centres undefined)	-1	-2
N#Cc1nc(COc2ccc(Br)cc2)oc1NCCN1CCOCC1	-15	-6
Cc1ccc(C2=[N+]([O-])C3(CCCCC3=O)N(O)C2(C)C)cc1 (centres undefined)	0	-32
CCn1c(CNc2ccc(Cl)cc2)nnc1SCC(=O)NCc1ccccc1	2	-1
CSc1nc2nc(C)cc(-c3ccccc3)n2n1	16	-6
OC1C=CSc2nc3ccccc3n21 (centres undefined)	-4	-3
O=C(O)CN1C(=O)c2cccc(Oc3ccc(Cl)cc3)c2C1=O	-11	-3

No new results follow: 15 of the compounds above.
SMILES	RAD54 inh	esBAF inh
CCCCC(=O)N1CC2(C)CN(C(=O)CCCC)CC(C)(C1)C2=O	-7	-8
CC(C)Oc1cccc(C(=O)Nc2ccccc2N2CCOCC2)c1	2	13
O=C(NC1CS(=O)(=O)CC1NCc1ccco1)c1ccccc1 (centres undefined)	0	-3
COc1ccc(NC(=O)Nc2ccc3nsnc3c2)cc1	16	100*
COc1ccc(OC)c(C(=O)CSc2nc3ncccc3[nH]2)c1	-5	-1
COC(=O)c1ccccc1NC(=O)C1CCN(C(=O)c2cc(OC)cc(OC)c2)CC1	-3	-1
CCNC(=S)NNC(=O)c1cccc(Br)c1	-8	1
COc1ccc2c(c1)CC(C1(O)C(=O)N(C)c3ccccc31)C2=O (centres undefined)	-7	4
CC(C)(C)NC(=O)CSc1nc2ccc(NC(=O)CSc3nnnn3Cc3ccccc3)cc2s1	-7	-20
Cc1ccccc1-c1noc(N)c1C#N	-11	-3
CCCCNC(=O)CN1C(=O)NC2(CCCc3ccccc32)C1=O (centres undefined)	12	1
CCN(CC1COc2ccccc2O1)C(=S)Nc1ccccc1 (centres undefined)	-1	-2
N#Cc1nc(COc2ccc(Br)cc2)oc1NCCN1CCOCC1	-15	-6
Cc1ccc(C2=[N+]([O-])C3(CCCCC3=O)N(O)C2(C)C)cc1 (centres undefined)	0	-32
CCn1c(CNc2ccc(Cl)cc2)nnc1SCC(=O)NCc1ccccc1	2	-1

High-throughput results (PubChem BioAssay)

These rows are one share of the data. The share of hits here may be higher or lower than overall.
